12-LOX inh – Primary qHTS assay for inhibitors of human arachidonate 12S-lipoxygenase (ALOX12): Round 2. Potency, µM (top dose mostly 108 µM), for the others: top-dose activity change, negative = inhibition, actives largely listed as inhibitors. Polyunsaturated fatty acid lipoxygenase ALOX12 (Homo sapiens), P18054. purified 12hLO, xylenol orange hydroperoxide absorbance. 580,000 compounds, 1.1% hits; note: potency is the fitted concentration of half-maximal effect; % is set by controls: 0 for no effect and ±100 for the full control effect
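Purified human 12hLO at 150 nM in 25 mM Hepes, 0.01% Triton X-100, pH 7.0, preincubated 15 min at room temperature with compound. Reaction started with 40 uM arachidonic acid, 30 min at room temperature. Hydroperoxide measured by Fe-xylenol orange, 573/405 nm absorbance ratio.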
D2 agonist – HTS Assay for Allosteric Agonists of the Human D2 Dopamine Receptor: Primary Screen for Agonists; HEK293 T-REx D2 cells, calcium flux agonist mode; D(2) dopamine receptor (Homo sapiens), P14416; 340,000 compounds, 0.53% hits; activation, % at 2 µM; AID 485358, 2010;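 active = activation over 3 SD above normal in the single-dose calcium agonist read, cut at about 30% in these data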; note: 0% is about no effect
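Tetracycline-induced HEK293 T-REx cells with force-coupled D2 receptor, plated overnight at 30 C, loaded with no-wash calcium dye. After a 10 s baseline, compound was pin-added and calcium flux read kinetically for 180 s; calcium rises flagged agonists.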
D2 antagonist – HTS Assay for Allosteric Antagonists of the Human D2 Dopamine Receptor: Primary Screen for Antagonists | 340,000 compounds, 2% hits | D(2) dopamine receptor (Homo sapiens), P14416 | inhibition, % at 10 µM | AID 485344, 2010 | HEK293 TREx D2 cells, calcium flux, dopamine EC80; in the data active = inhibition above about 30%; note: 0% is about no effect
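In this primary screen, negative modulation is detected by tracking calcium flux after an EC80 dopamine challenge in inducible HEK293 T-REx D2 cells preexposed to test compound for 180 s.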
LDHA inh – qHTS assay for inhibitors of human lactate dehydrogenase. L-lactate dehydrogenase A chain (Homo sapiens), P00338. purified LDHA, NADH/diaphorase-resazurin fluorescence; active compounds read low. activity change, % (values are at about 110 or 230 µM). 480,000 compounds, 0.15% hits; in the data active = activity change below about -30%; inconclusive = mostly about -25% to -30%;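 note: plate controls were DMSO wells for no effect and wells without enzyme for full effect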
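Human LDH5 (2 nM) was incubated with 0.06 mM NADH and 0.2 mM pyruvate for 5 min at room temperature in Tris pH 7.4. Remaining NADH was coupled through diaphorase/resazurin, and resorufin fluorescence was read at 0 and 20 min.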
Glioma ERSR ind – qHTS for Inducers of the Endoplasmic Reticulum Stress Response (ERSR) in Human Glioma: qHTS | U87-MG GRP78 promoter luciferase reporter, 16 h | Potency, µM, for inactives: at the top dose activation, actives largely listed as activators | 420,000 compounds, 0.02% hits | AID 602332, 2012; note: potency is the fitted concentration of half-maximal effect; series mostly up to about 76 µM; % of control where 0% means no effect; nearly all actives have a fitted effect of over 35% in size
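Stably transfected U87-MG human glioma cells carrying a GRP78-based luminescent sensor were seeded at 1000 cells/well, pin-dosed with compounds and incubated 16 h. Luciferase reagent was then added, and end-point luminescence was read after 10 min at room temperature.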
Vif-APOBEC3F blk – qHTS for Inhibitors of Vif-A3F Interactions: qHTS; Potency, µM (series often up to 46.1 µM), without a hit: at the top dose activity, negative = active; 390,000 compounds, 0.2% hits; HeLa A3F-eYFP + Vif (tagged APOBEC3F with the HIV-1 protein that degrades it), YFP fluorescence increase; note: potency is the fitted concentration of half-maximal effect; % of control where 0% means no effect; nearly all actives have a fitted effect of over 65% in size
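HeLa cells stably expressing Vif plus C-terminally eYFP-tagged A3F were seeded, incubated overnight at 37 deg C, dosed with compound, incubated overnight again at 37 deg C. Yellow fluorescence (Ex 488/Em 500-530) reported blocked Vif-mediated A3F-eYFP degradation.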
RGS4 inh – Inhibitors of Regulator of G Protein Signaling (RGS) 4: qHTS. Potency, µM (titrated, usually from 114 µM), for the others: at the top dose activity change, negative = inhibition, hits mostly inhibitors. 390,000 compounds, 0.039% hits. Transcreener GDP fluorescence polarization, RGS4-accelerated GTP hydrolysis. AID 504845, 2011; note: potency is the fitted concentration of half-maximal effect; % is set by controls: 0 for no effect and ±100 for the full control effect; nearly all actives have a fitted effect of over 75% in size; some results filed as inactive show a strong effect at the top dose
Target sequence (P49798 whole entry, looked up): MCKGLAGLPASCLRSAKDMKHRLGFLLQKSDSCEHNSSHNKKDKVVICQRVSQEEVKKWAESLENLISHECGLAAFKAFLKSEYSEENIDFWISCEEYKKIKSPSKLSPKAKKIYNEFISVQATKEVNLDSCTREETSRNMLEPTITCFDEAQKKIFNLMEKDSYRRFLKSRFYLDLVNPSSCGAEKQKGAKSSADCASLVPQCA
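MLSMR compounds (23 nl, pin-transferred) preincubated 10 min at room temperature with a 500nM (2x) first reagent, then RGS4 at 900nM (2x) plus Transcreener GDP mix added; fluorescence polarization (620/688 nm) read before and after 90 min at 30 °C.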
ERG-DNA inh – qHTS for Small Molecule Inhibitors of the ERG Ets/DNA interaction | fluorescence polarization, His-ERG Ets domain / labelled DNA | Potency, µM (top dose mostly 76.9 µM), for the others: at the highest dose FP activity, negative = inhibition, most hits filed as inhibitors | AID 624246, 2012 | 370,000 compounds, 0.028% hits; active = well fitted inhibition curve with a large enough effect in the polarisation, with a control signal flat; inconclusive = small, poorly fitted or top-dose-only effect, or effect the other way, or a change in a side signal; inactive = no such curve, though single readings can be large or run the other way; the % refers to the polarisation;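 note: polarization taken with two DNA probes labelled with fluorescein and Texas red; potency is the fitted concentration of half-maximal effect; % of control where 0% means no effect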
Target sequence (P11308 whole entry, looked up, the tested form may be a part): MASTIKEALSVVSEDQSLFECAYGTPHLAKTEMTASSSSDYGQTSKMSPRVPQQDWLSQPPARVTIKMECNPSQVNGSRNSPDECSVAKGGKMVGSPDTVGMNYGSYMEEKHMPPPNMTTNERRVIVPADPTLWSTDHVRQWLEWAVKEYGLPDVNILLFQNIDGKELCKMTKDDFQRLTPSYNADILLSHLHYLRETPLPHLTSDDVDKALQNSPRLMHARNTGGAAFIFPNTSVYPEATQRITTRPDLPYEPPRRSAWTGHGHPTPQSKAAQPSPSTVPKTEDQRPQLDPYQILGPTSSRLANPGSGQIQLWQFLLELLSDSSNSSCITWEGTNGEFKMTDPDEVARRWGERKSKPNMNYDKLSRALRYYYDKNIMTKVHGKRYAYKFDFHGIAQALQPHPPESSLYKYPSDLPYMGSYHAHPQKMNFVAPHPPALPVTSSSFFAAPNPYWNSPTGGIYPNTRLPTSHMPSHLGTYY
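His-tagged ERG Ets domain (1 uM in the protein solution; 300mM KCl, 50mM Tris-HCl, 1mM EDTA, 1mM DTT, pH 7.5) received compound, then a probe mix of 5 nM fluorescein-DNA and 100nM Texas-615-DNA. Fluorescence polarization was read for both dyes.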
Vif-APOBEC3G blk – qHTS for Inhibitors of Vif-A3G Interactions: qHTS. DNA dC->dU-editing enzyme APOBEC-3G (Homo sapiens), Q9HC16. HeLa A3G-eYFP + Vif (tagged APOBEC3G with the HIV-1 protein that degrades it), YFP fluorescence, overnight. Potency, µM (titrated, usually from 46.1 µM), inactives show at the highest dose activity, negative = active, usual class: inhibitors. 410,000 compounds, 0.076% hits;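 note: potency is the fitted concentration of half-maximal effect; % is set by controls: 0 for no effect and ±100 for the full control effect; nearly all actives have a fitted effect of over 60% in size; hits raise eYFP signal because A3G escapes Vif-driven loss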
Target sequence (Q9HC16 whole entry, looked up): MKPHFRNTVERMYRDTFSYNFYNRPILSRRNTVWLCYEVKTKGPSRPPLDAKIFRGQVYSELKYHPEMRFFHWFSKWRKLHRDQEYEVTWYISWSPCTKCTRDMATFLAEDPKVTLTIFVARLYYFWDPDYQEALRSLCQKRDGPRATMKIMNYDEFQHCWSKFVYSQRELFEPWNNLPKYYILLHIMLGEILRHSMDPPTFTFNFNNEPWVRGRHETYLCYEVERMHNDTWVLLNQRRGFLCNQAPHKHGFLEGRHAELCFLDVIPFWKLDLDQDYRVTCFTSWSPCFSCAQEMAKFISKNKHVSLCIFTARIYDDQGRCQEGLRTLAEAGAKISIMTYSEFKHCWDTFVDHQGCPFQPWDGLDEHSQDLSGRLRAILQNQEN
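HeLa cells stably expressing Vif and C-terminally eYFP-tagged A3G, seeded overnight at 37 deg C, then exposed to compound by pintool overnight at 37 deg C. Rise in yellow fluorescence (Ex 488/Em 500-530, Acumen) marks blocked Vif-driven A3G degradation.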
Numbers without * were called inactive; ? = inconclusive; . = no result given; & = joins results of further samples; [ ] = dose if it differs, or a comment. Unless noted, calls come from the whole dose curve; as a rule, active = well fitted curve in the direction sought with a large enough effect; inconclusive = small, poorly fitted or top-dose-only effect, or another doubt; inactive = no such curve, though single readings can be large; an effect the other way counts as inactive or inconclusive. The list is partial; rates above refer to the full screens.

Structure	12-LOX inh	D2 agonist	D2 antagonist	LDHA inh	Glioma ERSR ind	Vif-APOBEC3F blk	RGS4 inh	ERG-DNA inh	Vif-APOBEC3G blk
CC1CCN(c2nc3c(cc2C#N)COC(C)(C)C3)CC1	28.8%	-0.2	9.9	-2.7	-2.6%	-16.4%	9.5%	2.2%	-4.5%
Cc1cccc(Nc2nc3c(S(=O)(=O)c4ccccc4)nnn3c3ccccc23)c1	-13.9%	0.9	1.2	-2.9	-5.7%	-5.3%	-19.7%	-1.5%	-0.5%
CC(=O)N1CCN(C(=O)c2cc(S(=O)(=O)NCc3ccccc3)ccc2C)CC1	-3.9%	-0.1	-11.1	-5.7	-3.1%	-7.2%	-22.5%	1.1%	-2.2%
COc1ccc2[nH]cc(C(=O)CN3CCC(C)CC3)c2c1	?	-0.5	-0.6	0.3	1.6%	-18.1%	17.4%	2.9%	0.8%
O=C1CCC(=O)N1OCCCCOc1ccccc1	0.0%	-0.1	-3.3	0.5	-1.1%	7.2%	14.6%	-1.1%	-0.1%
CCCCn1c(N)c(N(CCC(C)C)C(=O)c2cc(CC)c(C)s2)c(=O)[nH]c1=O	-5.9%	0.8	-18.4	-1.4	-0.8%	-11.9%	12.3%	10.9%	0.5%
O=C(CSc1nc2ccccc2c(=O)n1-c1ccccc1)Nc1ccc2c(c1)CCC2	-4.7%	.	.	-1.1	0.1%	.	.	.	0.8%
Cc1cccc(NC(=O)CNC(=O)c2cc(C3CC3)nn2-c2ccccc2)c1C	1.4%	.	.	-2.2	-3.1%	0.7%	-19.8%	5.9%	-3.9%
O=C(CSc1ccccc1)NCc1cccnc1	-8.9%	0.7	4.7	-5.4	-0.5%	-12.5%	-24.9%	-4.4%	-2.8%
COc1ccc2[nH]c(C(=O)O)c(NS(=O)(=O)c3ccc(C)cc3C)c2c1	0.0%	0.1	-2.6	-2.0	-4.0%	1.8%	-32.8%[56.9 µM]	-3.2%	6.9%
COCCNC(=O)C(c1ccc(Cl)cc1)N(C(=O)CCC(=O)Nc1ccccn1)C1CCCC1 (configuration not stated)	-19.7%	0.9	4.4	-0.2	-2.0%	2.5%	-31.7%	-1.6%	-3.8%
CC(OC(=O)Cn1cnc2c1c(=O)n(C)c(=O)n2C)C(=O)NC1(C#N)CCCCC1 (configuration not stated)	10.3%	1.1	-1.1	-4.9	-2.8%	-8.0%	19.1%	3.9%	-4.3%
CCOc1ccc(CCNC(=O)c2cc(Nc3ccc(C)cc3C)nc3ccccc23)cc1OCC	?	0.2	.	3.4	-4.6%	1.9%	-13.1%	-2.8%	1.5%
CC(=O)NC(c1ccc(F)c(F)c1)c1nc(-c2ccncc2)cs1 (configuration not stated)	1.9%	.	.	-2.3	-1.7%	.	.	.	-0.5%
Cc1cccc2nc(CSC(=N)N)c(Br)n12	-16.3%	1.2	-0.1	-2.5	-6.3%	-3.2%	5.4%	0.8%	-26.2%
O=C(N/N=C/CCc1ccccc1)c1ccccc1	-2.6%	0.3	-11.1	-1.2	0.8%	-10.1%	37.9%	0.5%	3.0%
COc1ccc(Br)cc1CNC(=O)Cc1cccs1	?	-1.2	2.4	1.1	3.9%	8.6%	-15.5%	-11.7%	0.0%
CC(=O)N(C)c1ccc(N=Nc2c(C)[nH]n(-c3ccccc3)c2=O)cc1	?	-0.7	-7.7	-1.1	-4.0%	1.4%	-21.0%	1.2%	-3.2%
CCC(C)Oc1nc2c(c(=O)n(C)c(=O)n2C)n1C (configuration not stated)	-0.4%	0.5	-39.1	0.0	-6.0%	-0.3%	20.8%	-4.3%	2.1%
Cc1cc(C)nc(SCCC(=O)Nc2cccc3ccccc23)n1	91.2%[activator]	-0.5	23.9	-3.6	-0.5%	0.0%	-17.1%	-3.7%	1.7%
COc1ccccc1-c1noc(-c2ccccc2C(=O)Nc2ccccc2)n1	0.0%	0.4	-8.6	-6.9	6.6%	-5.1%	-10.0%	-1.2%	-0.2%
CC(OC(=O)Cc1n[nH]c(=O)c2ccccc12)C(=O)Nc1ccccc1[N+](=O)[O-] (configuration not stated)	-2.6%	0.2	-6.3	-0.4	-1.9%	3.8%	2.2%	0.1%	1.6%
CCC(C)n1c(SCC(=O)Nc2ccc3[nH]c(=O)[nH]c3c2)nc2ccccc2c1=O (configuration not stated)	-4.6%	0.3	3.6	2.6	-2.6%	-6.7%	-13.1%	4.6%	-5.4%
O=S(=O)(NCC(c1ccccc1)N1CCNCC1)c1ccc(Cl)cc1 (configuration not stated)	?	-0.2	0.9	-2.5	-2.7%	12.6%	-19.2%	1.6%	0.7%
CCOc1ccccc1N1CCN(CC(O)COc2ccc3c(C)cc(=O)oc3c2)CC1 (configuration not stated)	5.3%	54.8*	64.8*	6.7	-4.5%	6.2%	-25.5%	.	-0.3%
Cc1nc(C)c(-c2ccn(C(=O)NC(C)C)n2)s1	0.0%	0.1	-5.6	-4.1	-0.4%	7.9%	8.1%	4.5%	5.9%
COc1cc(/C=C2/NC(=O)NC2=O)cc(Br)c1OCc1cccc(C(=O)O)c1	-16.6%	-1.0	6.4	-1.9	-5.9%	-2.7%	23.6%	3.6%	5.8%
CCNS(=O)(=O)c1ccc(NC(=O)Cn2cc([N+](=O)[O-])cn2)cc1	10.8%	1.4	10.5	-0.3	-3.1%	-21.2%	?	1.2%	0.7%
CCn1c(C)c(C)c2cc(C(=O)NCCc3ccc(C)cc3)ccc21	-9.5%	.	.	1.0	-1.2%	0.1%	-11.1%	-14.5%	4.4%
COc1ccc2[nH]c(=O)c(CN(Cc3nnnn3Cc3ccco3)C3CCCCC3)cc2c1	0.0%	2.0	-26.2	-0.3	0.4%	0.0%	?	6.3%	3.3%
Cc1ccc(Oc2nc3ccccn3c(=O)c2/C=C(\C#N)c2nc3ccccc3s2)c(C)c1	3.98µM*	0.5	.	-1.1	-1.0%	-7.4%	-32.0%	0.8%	1.7%
Cn1c(SCC(=O)N/N=C/C=C\c2ccco2)nc2ccccc21	?	.	.	3.7	-10.9%	0.3%	?	7.2%	-5.1%
O=C1CCN2C=Nc3cccc4ccc1c2c34	0.0%[57.4 µM]	47.4*	10.8	14.1	-2.3%	?	?	0.3%	9.3%
O=C(c1ccco1)N1CCCSC1=Nc1ccccc1	-14.4%	0.5	-11.7	5.7	-5.5%	-7.9%	14.8%	0.1%	2.3%
CN(C)S(=O)(=O)c1cc(C(=O)NCc2ccccc2)c(Cl)cc1Cl	-1.6%	-0.2	10.5	-2.6	-1.6%	9.9%	7.9%[56.9 µM]	9.4%	1.2%
Cc1nn(CC(=O)NCc2ccccc2F)c(C)c1[N+](=O)[O-]	-3.5%	0.3	-9.0	-0.5	-0.6%	0.5%	-29.2%	6.5%	-0.3%
CCOc1ccc(CCNC(=O)c2c3c(nc4ccccc24)C(=O)N(C2CCCCC2)C3)cc1	-23.7%	1.2	.	-16.7	1.0%	-1.7%	-2.2%	3.5%	-0.5%
CCOC(=O)c1c(C)[nH]c(C)c1S(=O)(=O)N(C)CC(=O)NCc1ccc(C)cc1	-3.2%&-17.4%	-0.1	-6.7	-5.0&-13.2	0.6%&-4.1%	-4.3%&-9.0%	20.2%&-8.6%	4.4%&7.0%	-1.3%&4.3%
CCc1ccc(CNC(=O)C(CC)n2nc(C)c3c(C)n(-c4ccccc4)nc3c2=O)cc1 (configuration not stated)	2.8%	-1.5	.	1.4	-2.6%	1.9%	-3.1%	7.7%	-1.7%
Cc1ccccc1NNC(N)=S	?	1.0	6.4	11.9	-6.0%	0.8%	-31.8%	12.3%	0.2%
COc1ccc2cc(-c3ccon3)ccc2c1	.	0.3	14.4	-0.6	?	5.8%	-6.1%	-3.0%	-0.1%
Cc1nn(CC(=O)Nc2cccc(S(N)(=O)=O)c2)c(C)c1[N+](=O)[O-]	-23.5%	-1.3	0.0	-7.1	-4.0%	8.9%	30.9%	-2.6%	-0.5%
COc1cccc(-c2cn3c(n2)sc2cc(C(=O)NCCc4ccc(OC)c(OC)c4)ccc23)c1	-13.8%	-0.5	.	-7.1	1.1%	-5.8%	6.8%	2.4%	-1.2%
